Bioassay records: PubChem BioAssay, National Center for Advancing Translational Sciences (NCATS)
Menin MLL FP TR: qHTS Assay for Inhibitors Targeting the Menin-MLL Interaction in MLL Related Leukemias: Competition With Texas Red Labeled MLL-derived Mutant Peptide | Menin + Texas Red MLL mutant peptide, fluorescence polarization | O00255 | Potency, µM (doses to about 61.6 µM), for inactives: at the top dose FP activity change, negative = inhibition, most hits filed as inhibitors | AID 1768, 2009 | 270,000 compounds, 0.23% hits; active = well fitted inhibition curve with a large enough effect in the polarisation, with a control signal flat, not every such curve was filed as active; inconclusive = small, poorly fitted or top-dose-only effect, or effect the other way, or a change in a side signal; inactive = no such curve, though single readings can be large or run the other way; the % refers to the polarisation; note: potency is the fitted concentration of half-maximal effect; % of control where 0% means no effect; many of its hits are not listed in these tables
USP2a inh: qHTS Assay for Inhibitors of Ubiquitin-specific Protease USP2a Using CHOP2 as the Reporter. Ubiquitin carboxyl-terminal hydrolase 2 (Homo sapiens), O75604. USP2 core, Ub-CHOP2 coupled fluorogenic reporter, 485/531. Potency, µM (top dose mostly 38.3 µM), without a hit: top-dose activity change, negative = inhibition, most hits filed as inhibitors. 330,000 compounds, 0.01% hits;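 note: potency is the fitted concentration of half-maximal effect; plate controls were DMSO wells for no effect and full inhibition by NEM control for full effect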
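Cell-free coupled assay: 10nM USP2 core preincubated 30min RT with compound in Tris-HCl pH 8.0/CaCl2/CHAPS buffer, then 25nM Ub-CHOP2 and 25nM reporter substrate; fluorescence (Ex 485/Em 531) read after 60min RT, normalized to NEM inhibition, concentration-response curves fitted.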
PKM2 act: qHTS Assay for Activators of Human Muscle isoform 2 Pyruvate Kinase; AID 1631, 2009; purified PKM2, Kinase-Glo ATP luminescence, activation; response scale: 0% is enzyme alone, no compound; 260,000 compounds, 0.34% hits; Potency, µM (top dose mostly 57.5 µM), for inactives: at the highest dose activation, most hits filed as activators; Pyruvate kinase PKM (Homo sapiens), P14618; note: potency is the fitted concentration of half-maximal effect; % is set by controls: 0 for no effect and ±100 for the full control effect; nearly all actives have a fitted effect of over 55% in size
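Kinase-Glo luminescence reports ATP generated from ADP (0.1 mM) and PEP (0.5 mM) by purified hPK-M2 after 1 h at room temperature, pH 7.2 imidazole buffer; intermediate enzyme activity allows detecting inhibitors and activators.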
S-ASM inh: Inhibitors of Secretory Acid Sphingomyelinase (S-ASM): qHTS; Sphingomyelin phosphodiesterase (Homo sapiens), P17405; placental ASM, HMU-PC fluorogenic substrate, 60 min; Potency, µM (top dose mostly 57.5 µM), for inactives: top-dose activity change, negative = inhibition, most hits filed as inhibitors; 340,000 compounds, 0.006% hits; note: potency is the fitted concentration of half-maximal effect
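Human placenta-derived ASM preincubated with compound 10 min at room temperature, then reacted with 9 uM (final) fluorogenic HMU-PC substrate for 60 min at 37 C. Stop solution raises pH to 10; fluorescence read at Ex 386/Em 447 nm.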
hERG WT inh: qHTS for Inhibitors of KCHN2 3.1: Wildtype qHTS. Voltage-gated inwardly rectifying potassium channel KCNH2 (Homo sapiens), Q12809. U2OS, BacMam KCNH2, thallium flux FluxOr; hits give low values. activity change, % at 1.84 µM. 340,000 compounds, 0.37% hits. AID 720551, 2013;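 active = maximum activity change below -70%; inconclusive = maximum activity change between -70% and -50%; inactive = maximum activity change above -50%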; note: % is set by controls: 0 for no effect and ±100 for the full control effect
Target sequence (Q12809 whole entry, looked up): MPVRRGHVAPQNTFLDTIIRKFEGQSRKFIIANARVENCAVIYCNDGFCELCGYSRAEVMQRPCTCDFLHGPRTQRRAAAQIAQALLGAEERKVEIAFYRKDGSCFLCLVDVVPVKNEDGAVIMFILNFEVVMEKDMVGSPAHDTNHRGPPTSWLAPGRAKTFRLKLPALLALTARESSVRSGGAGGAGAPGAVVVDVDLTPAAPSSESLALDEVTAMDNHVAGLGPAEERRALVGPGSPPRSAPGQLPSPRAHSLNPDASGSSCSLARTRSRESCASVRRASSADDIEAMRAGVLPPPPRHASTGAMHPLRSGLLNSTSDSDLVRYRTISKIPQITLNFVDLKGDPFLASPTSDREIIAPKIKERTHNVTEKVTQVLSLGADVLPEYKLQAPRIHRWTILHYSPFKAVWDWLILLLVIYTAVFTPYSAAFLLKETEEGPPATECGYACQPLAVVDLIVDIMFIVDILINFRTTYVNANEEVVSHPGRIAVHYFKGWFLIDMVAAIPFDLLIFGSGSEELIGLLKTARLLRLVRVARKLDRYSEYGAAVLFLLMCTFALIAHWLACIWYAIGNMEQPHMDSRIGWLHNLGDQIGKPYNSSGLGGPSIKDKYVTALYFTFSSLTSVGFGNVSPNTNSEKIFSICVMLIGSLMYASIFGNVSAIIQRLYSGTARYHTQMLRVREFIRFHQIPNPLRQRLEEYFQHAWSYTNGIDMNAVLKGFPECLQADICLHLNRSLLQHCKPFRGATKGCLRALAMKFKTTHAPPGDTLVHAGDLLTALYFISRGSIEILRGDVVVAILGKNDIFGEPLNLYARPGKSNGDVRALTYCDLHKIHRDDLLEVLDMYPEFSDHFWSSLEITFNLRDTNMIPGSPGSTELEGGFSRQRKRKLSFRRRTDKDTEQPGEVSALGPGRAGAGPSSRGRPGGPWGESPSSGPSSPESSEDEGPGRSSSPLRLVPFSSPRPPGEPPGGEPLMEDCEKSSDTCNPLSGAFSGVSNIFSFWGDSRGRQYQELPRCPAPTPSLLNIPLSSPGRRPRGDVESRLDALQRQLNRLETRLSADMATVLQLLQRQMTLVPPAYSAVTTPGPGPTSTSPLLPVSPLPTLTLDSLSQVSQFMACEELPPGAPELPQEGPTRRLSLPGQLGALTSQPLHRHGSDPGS
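U2OS cells were transduced with wild-type KCNH2 virus (2.03 x 10^8 / mL) for 4 h at room temperature, then cultured overnight at 37 C. Thallium flux was read with FluxOr dye. Rate constants were normalized to DMSO controls.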
GALK inh: qHTS Assay for Inhibitors of Human Galactokinase (GALK) | Potency, µM (doses to about 57.5 µM), for inactives: at the top dose activity change, negative = inhibition, most hits filed as inhibitors | P51570 | Purified GALK, Kinase-Glo residual ATP luminescence | 270,000 compounds, 0.007% hits; note: potency is the fitted concentration of half-maximal effect; % is set by controls: 0 for no effect and ±100 for the full control effect
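5 nM enzyme, 35 uM ATP, 100 uM galactose, 20 mM HEPES pH8.0, 5 mM MgCl2; 1 h RT; residual ATP by Kinase-Glo Plus luminescence, qHTS format.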
MBNL1 CUG block: qHTS Assay for Inhibitors of MBNL1-poly(CUG) RNA binding; Muscleblind-like protein 1 (Homo sapiens), Q9NR56; TR-FRET MBNL1-His/biotin-(CUG)12 binding, 665/545 ratio; Potency, µM (highest dose often 57.5 µM), for the others: top-dose activity change, negative = inhibition, actives largely listed as inhibitors; 280,000 compounds, 0.036% hits; AID 2675, 2010; active = well fitted inhibition curve with a large enough effect in the signal ratio, with a control signal flat, not every such curve was filed as active; inconclusive = small, poorly fitted or top-dose-only effect, or effect the other way, or a change in a side signal; inactive = no such curve, though single readings can be large or run the other way; the % refers to the signal ratio; note: potency is the fitted concentration of half-maximal effect; % is set by controls: 0 for no effect and ±100 for the full control effect
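Ratiometric TR-FRET (665 over 545 nm, excitation 340 nm) tracks disruption of MBNL1-His/biotin-(CUG)12 complex after 60 min at room temperature, with compounds at 92 nM to 58 uM final.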
BCR signal inh: qHTS Assay to Find Inhibitors of Chronic Active B-Cell Receptor Signaling. ABC-DLBCL IkBa-CBG/CBR reporter, luminescence ratio, 4 h. Potency, µM (titrated, usually from 46.1 µM), inactives show at the highest dose ratio change, negative = lower green/red ratio, most hits filed as inhibitors. 340,000 compounds, 0.05% hits. AID 493014, 2011; active = well fitted inhibition curve with a large enough effect in the signal ratio, with a control signal flat, not every such curve was filed as active; inconclusive = small, poorly fitted or top-dose-only effect, or effect the other way, or a change in a side signal; the % refers to the signal ratio;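 note: potency is the fitted concentration of half-maximal effect; plate controls were basal doxycycline-induced cells for no effect and cells given 10 µM MG132 for full effect; MG132 reads +100%, hits lower the ratio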
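Compounds up to 46 uM were incubated four hours with TMD8 cells whose green CBG68 luciferase is fused to IkappaBalpha; red CBR luminescence normalised the signal, and concentration-effect curves were fitted to fusion, red and ratio data.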
Mito fusion act: qHTS Assay for Small Molecule Inhibitors of Mitochondrial Division or Activators of Mitochondrial Fusion; S. cerevisiae fusion-defective mutant growth rescue, CellTiterGlo 48 h; 320,000 compounds, 0.23% hits; Potency, µM (doses to about 46.1 µM), for inactives: at the top dose growth rescue (activation), usual class: activators;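 note: potency is the fitted concentration of half-maximal effect; % of control where 0% means no effect; nearly all actives have a fitted effect of over 45% in size; temperature-sensitive fusion mutants such as fzo1-1 at 37 °C on non-fermentable ethanol glycerol medium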
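Growth-rescue viability read-out: after 48 h at the non-permissive 37C in glycerol/ethanol YPEG, yeast mitochondrial fusion mutants are measured by CellTiterGlo luminescence; compounds (23 nl pinned per well) restoring growth score as division inhibitors or fusion activators.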
Eya2 inh: qHTS Assay for Inhibitors of the Phosphatase Activity of Eya2 | Protein phosphatase EYA2 (Homo sapiens), O00167 | Potency, µM (top dose mostly 76.9 µM), without a hit: at the top dose activity, negative = inhibition, actives largely listed as inhibitors | 330,000 compounds, 0.006% hits | recombinant Eya2, OMFP fluorescence dephosphorylation (OMFP is methylfluorescein phosphate); note: potency is the fitted concentration of half-maximal effect; % is set by controls: 0 for no effect and ±100 for the full control effect
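Eya2 (0.2 uM) preincubated 10 min at ambient with compound, then OMFP substrate added at 50 uM; 10 min reaction in 50 mM HEPES pH 7.5, 50 mM NaCl, 5 uM MgCl2, 0.05% BSA, 1 mM DTT. Fluorescence read at Ex 485/Em 525 nm.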
TSHR antagonist: Antagonists of the Thyroid Stimulating Hormone Receptor: HTS campaign; Thyrotropin receptor (Homo sapiens), P16473; TSHR-expressing cells, TSH-stimulated cAMP HTRF, 2 h; hits give low values; activity change, negative = inhibition, % at 11.5 µM; 330,000 compounds, 0.2% hits;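 active = activity change below a set negative limit, meaning inhibition stronger than a set level, cut at about -70% in these data; inconclusive = activity change between two set negative limits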; note: % is set by controls: 0 for no effect and ±100 for the full control effect
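TSHR-expressing cells were treated with compounds, then stimulated with TSH at EC80 (4nM final) for 2 hours at 37 deg C. Cellular cAMP was measured by HTRF competition between lysate cAMP and cAMP-d2 for a cryptate-labelled anti-cAMP antibody.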
Active calls of the source: *; ? = inconclusive; nt = no result given; [ ] = another dose, or the depositor's remark. Unless noted, calls come from the whole dose curve; as a rule, active = well fitted curve in the direction sought with a large enough effect; inconclusive = small, poorly fitted or top-dose-only effect, or another doubt; inactive = no such curve, though single readings can be large; an effect the other way counts as inactive or inconclusive. These rows are one share of the data. The share of hits here may be higher or lower than overall.

SMILES	Menin MLL FP TR	USP2a inh	PKM2 act	S-ASM inh	hERG WT inh	GALK inh	MBNL1 CUG block	BCR signal inh	Mito fusion act	Eya2 inh	TSHR antagonist
O=C(NC1CCCCC1)N1CCCCCC1	6%	-3%	-1%	2%	12	6%	-3%	?	5%	-11%	-3
CCCOc1ccc(N2C(=O)CC(N3CCN(CCN=CC4C(=O)CC(C)(C)CC4=O)CC3)C2=O)cc1 (stereo not drawn)	-9%	-3%	1%	0%	-9	-1%	-5%	2%	0%	-3%	17
CCNc1ccc(C(=O)OCC(=O)N2c3ccccc3NC(=O)C2(C)C)cc1[N+](=O)[O-]	15%	3%	6%	-8%	-15	1%	nt	-12%	21%	4%	2
CS(=O)(=O)N(CC(=O)N/N=C/c1cccs1)c1cccc(Cl)c1Cl	-2%	4%	3%	-7%	11	-3%	12%	1%	1%	1%	-2
COc1cc(Cl)c(C)cc1NC(=O)[C@@H]1CCCN1C(=O)c1cccs1	6%	1%	5%	-1%	28	-2%	-4%	6%	1%	4%	-1
Cc1ccnc(N/C=C(/NC(=O)c2ccccc2)C(=O)N/N=C\c2ccc(Cl)cc2)n1	nt	2%	-9%	-4%	1	1%	?	2%	-3%	-11%	10
CCOc1ccc(-n2c(SCC(N)=O)nc3sc4c(c3c2=O)CCN(C)C4)cc1	nt	0%	-5%	8%	-3	-1%	nt	0%	-2%	-12%	-1
Cn1cccc1Cc1nnc(SCC(=O)NC2CCCC2)n1-c1ccc(F)cc1	-13%	1%	2%	0%	-2	3%	-16%	?	-2%	0%	-1
COc1ccc(C2C3=C(CCCC3=O)Nc3nc(C(F)(F)F)nn32)c(OC)c1OC (stereo not drawn)	-21%	-3%	-16%	31%	1	1%	-14%	-9%	8%	2%	28
CCSc1c(-c2ccccc2)nc2c(C)cccc2c1C(=O)O	1%	1%	0%	3%	5	-1%	-17%	23%	3%	-4%	-2
CC(C)(C)c1ccc(C(=O)N2CCCN(c3ccc([N+](=O)[O-])cn3)CC2)cc1	nt	2%	12%	-9%	-41	-3%	?	-5%	17%	-16%	10
CCN1CCCC1CNC(=O)CCNC(=O)c1cc(OC)c(OC)c(OC)c1 (stereo not drawn)	?	1%	-2%	5%	-17	0%	-11%	-3%	4%	-10%	5
COc1cc(/C=N/n2cnnc2)ccc1OCC(=O)N1CCOCC1	-14%	2%	-2%	3%	-2	nt	16%	0%	-3%	3%	3
Cn1c(CNC(=O)C(Cc2ccccc2)NC(=O)c2ccccc2)cc(=O)n(C)c1=O (stereo not drawn)	-11%	0%	nt	4%	0	5%	-15%	5%	nt	-3%	-144*
CC1CC(c2ccccc2)n2nc(NC(=O)CCc3ccccc3)nc2N1 (stereo not drawn)	11%	0%	5%	11%	5	-1%	-4%	0%	0%	1%	3
Cc1oc(S(=O)(=O)N2CCOCC2)cc1C(=O)Nc1ccc(F)cc1	nt	0%	-1%	-5%	-5	7%	3%	-1%	4%	-1%	-2
CCC(C)(C)NC(=O)C(c1ccncc1)N(C(=O)c1sc(C)nc1C)c1ccc(F)cc1 (stereo not drawn)	-5%	-1%	-1%	3%	-7	7%	-9%	-2%	3%	-8%	-8
Cc1ccc(C(=O)COC(=O)c2n[nH]c(=O)c3ccccc23)cc1	-4%	-1%	1%	-2%	-10	-3%	9%	?	0%	-24%	3
NC(=O)CSc1nc2ccccc2nc1SCC(N)=O	-8%	2%	-4%	3%	0	0%	?	10%	22%	-10%	-19
CC(=O)c1ccc(NC(=O)CCCN2C(=O)/C(=C/C(C)=C/c3ccccc3)SC2=S)cc1	3%	2%	-13%	-21%	1	0%	-8%	?	-1%	-8%	-8
CCN1CCc2nc(NC(=O)c3ccc4c(c3)OCCO4)sc2C1	-9%	-4%	-13%	35%[activator]	4	2%	20%	?	0%	-7%	30
NC(=O)c1ccc(NS(=O)(=O)c2ccc(Br)s2)cc1	nt	4%	nt	3%	-14	nt	nt	1%	2%	12%	-4
CC(C)(CNC(=O)c1ccc([N+](=O)[O-])c(Cl)c1)CNC(=O)c1ccc([N+](=O)[O-])c(Cl)c1	nt	-10%	0%	-21%	11	7%	?	?	-23%	-26%	-34
Cc1nn2c(NCCN(C)C)c3c(nc2c1-c1ccccc1)CCCC3	nt	-1%	4%	11%	0	0%	-7%	-18%	-7%	17%	-8
Cc1cc(C)n2nc(SCc3ncc(-c4ccccc4)o3)nc2n1	10%	1%	-1%	2%	-1	0%	-11%	?	2%	9%	-3
O=C(NNC(=S)NC(=O)c1ccc(Br)cc1)c1cccc([N+](=O)[O-])c1	?	2%	nt	-1%	2	3%	2%	-6%	4%	1%	3
CCc1nn(C(CC)C(=O)NCCCc2ccccc2)c(=O)c2cc3occc3n12 (stereo not drawn)	-16%	3%	nt	3%	-6	0%	2%	4%	0%	-4%	6
COc1ccc(-n2nc(C(=O)NCC(=O)NC3CCCC(C)C3C)c3ccccc3c2=O)cc1 (stereo not drawn)	-1%	2%	11%	0%	-7	4%	6%	1%	-1%	-11%	3
O=C(NCc1cccs1)C(=O)c1cn(CC(=O)N2CCOCC2)c2ccccc12	2%	0%	-3%	2%	16	1%	24%	?	-1%	-5%	17
Cc1ccc2nc(SCC(=O)NCc3ccco3)nc(=O)n2c1	nt	-1%	nt	3%	-11	nt	nt	-4%	1%	-9%	2
O=C(COC(=O)CNC(=O)c1ccc(F)cc1)Nc1cccc(S(=O)(=O)N2CCCC2)c1	15%	0%	0%	-1%	-7	-1%	-2%	4%	-5%	-1%	-5
O=C(OCC#CCSc1nnc(-c2ccccc2)o1)c1cccs1	4%	1%	3%	-1%	-17	-2%	0%	8%	9%	-6%	3
CC(C)(C)c1ccc(S(=O)(=O)N2CCN(CC(O)COCC3CCCO3)CC2)cc1 (stereo not drawn)	nt	5%	nt	0%	5	nt	nt	6%	9%	-14%	5
Cc1ccc[n+](C(C)C(=O)c2ccc(Cl)cc2)c1 (stereo not drawn)	0%	1%	2%	2%	0	-2%	1%	4%	2%	4%	10
O=C(Cn1cc([N+](=O)[O-])cn1)NCC1CCCO1 (stereo not drawn)	1%	3%	-1%	2%	0	1%	nt	4%	-4%	-4%	0
COC(=O)c1sccc1NC(=O)CC1C(=O)NCCN1C(=O)Nc1ccccc1 (stereo not drawn)	nt	-1%	0%	5%	6	-1%	8%	-19%	0%	-1%	-2
Nc1nc(SCCO)[nH]c(=O)c1NC(=O)c1ccc(Br)o1	nt	0%	-1%	5%	1	6%	-4%	?	-1%	6%	13
Cc1nnc2sc(-c3ccc(-c4ccc(Cl)c(C(F)(F)F)c4)o3)nn12	3%	0%	-1%	-7%	-17	-2%	18%	1%	-9%	8%	-15
COc1ccc(-c2sc3ccc(N4CCOCC4)cc3c2C#CCCO)cc1	nt	2%	nt	23%	-12	nt	nt	10%	nt	10%	-7
O=C(N/N=C/c1ccccc1O)NC12CC3CC(CC(C3)C1)C2	16%	-4%	nt	nt	-1	0%	-7%	3%	-5%	-13%	9
Cn1c(SCc2c(F)cccc2Cl)nnc1-c1cnccn1	-23%	0%	2%	3%	-6	6%	0%	5%	0%	8%	-16
